697 NFkB inh = inhibitors of PMA/ionomycin-induced NF-kB reporter, 697 cells, primary screen, B-cell NF-kB inhibitor project, cell-based, luminescence, uHTS; 697 B-cell NF-kB luciferase reporter, 16 h; inhibition, % at 4 µM; 330,000 tested, 0.33% active; in the data active = inhibition above about 35%
HKDC1 inhibitor = HKDC1 hexokinase inhibitors, primary screen, biochemical, fluorescence, uHTS; AID 493160, 2011; Q2TB90; recombinant HKDC1, G6PDH/diaphorase resazurin coupled fluorescence; inhibition, % at 20 µM; 340,000 tested, 0.16% active;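 active = inhibition above about 35% when tested at 20 µM, limit read from the data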;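 note: plate controls were DMSO wells with enzyme for no effect and DMSO wells lacking enzyme for full effect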
Target sequence (Q2TB90 whole entry, looked up): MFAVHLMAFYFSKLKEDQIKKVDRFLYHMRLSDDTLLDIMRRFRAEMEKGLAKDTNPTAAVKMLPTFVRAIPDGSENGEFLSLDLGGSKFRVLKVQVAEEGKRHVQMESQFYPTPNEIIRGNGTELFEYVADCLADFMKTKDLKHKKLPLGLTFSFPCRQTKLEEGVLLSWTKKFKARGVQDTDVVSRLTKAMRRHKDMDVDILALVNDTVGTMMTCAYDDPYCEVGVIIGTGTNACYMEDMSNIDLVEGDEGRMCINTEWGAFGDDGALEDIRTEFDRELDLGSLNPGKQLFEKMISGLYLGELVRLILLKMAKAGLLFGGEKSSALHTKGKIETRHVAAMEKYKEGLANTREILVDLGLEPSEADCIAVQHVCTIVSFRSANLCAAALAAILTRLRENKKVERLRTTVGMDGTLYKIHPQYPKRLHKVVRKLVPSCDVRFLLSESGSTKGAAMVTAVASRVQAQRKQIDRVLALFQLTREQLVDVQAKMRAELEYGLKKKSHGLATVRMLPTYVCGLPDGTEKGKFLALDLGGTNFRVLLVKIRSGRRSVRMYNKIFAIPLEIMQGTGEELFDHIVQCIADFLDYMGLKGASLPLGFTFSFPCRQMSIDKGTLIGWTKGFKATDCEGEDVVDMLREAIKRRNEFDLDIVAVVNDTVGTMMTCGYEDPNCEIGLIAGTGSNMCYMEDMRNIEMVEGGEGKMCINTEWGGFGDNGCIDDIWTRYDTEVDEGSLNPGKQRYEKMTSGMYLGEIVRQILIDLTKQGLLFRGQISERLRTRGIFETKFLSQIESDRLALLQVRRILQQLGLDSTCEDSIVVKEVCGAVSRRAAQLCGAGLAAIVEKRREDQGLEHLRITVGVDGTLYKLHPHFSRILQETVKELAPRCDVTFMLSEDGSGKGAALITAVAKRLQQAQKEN
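Test system: HK5 enzyme. Quantity: 5 µg/mL HK5 final. Reagent: glucose and ATP substrates. Schedule: 90 min reaction incubation at room temperature, dark. Technique: resazurin-to-resorufin fluorescence via G6PDH and diaphorase coupling, 525/613 nm. Control set: DMSO wells with and without enzyme mix.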
SENP8 inh = SENP8 protease inhibitors, primary screen, biochemical, luminescence; AID 2540, 2010; purified SENP8, Z-RLRGG-aminoluciferin cleavage; inhibition, % at 10 µM; 330,000 tested, 1.2% active; Sentrin-specific protease 8 (Homo sapiens), Q96LD8
Gli-Sufu block = Gli-Sufu pathway antagonists, primary screen, luciferase luminescence, Sufu-KO-LIGHT cells, uHTS | Sufu-KO-LIGHT fibroblasts, Gli luciferase reporter luminescence | inhibition, % at 5 µM | 340,000 tested, 0.74% active | AID 588413, 2011;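 active = inhibition above about 55%, limit read from the data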;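 note: 0% = DMSO-treated cells and 100% = wells with medium but no cells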
Apaf1 inhib = inhibitors of human Apaf-1 apoptosome, primary screen, biochemical, DEVD-Rh110 fluorescence, uHTS; AID 489030, 2010; inhibition, % at 20 µM; reconstituted apoptosome caspase-3 activity; 330,000 tested, 0.71% active; active = inhibition of at least 40% at 20 µM;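 note: plate controls were DMSO wells for no effect and DEVD-CHO caspase inhibitor wells for full effect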
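Medium: Hepes buffer, pH 7.5 / System: biochemical Apaf-1 apoptosome reconstitution / Measured by: Rh110 fluorescence, excitation 480 nm, emission 540 nm / Times: compound with Apaf-1, dATP, procaspase-3 30 min, then 50 min reaction, room temperature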
Jurkat NFkB inh = inhibitors of induced NF-kB luciferase reporter, primary screen, TCR NF-kB activation inhibitor project, cell-based, luminescence, uHTS. AID 435003, 2010. inhibition, % at 4 µM. Jurkat, PMA/ionomycin-induced NF-kB luciferase reporter. 330,000 tested, 0.53% active
SENP7 inh = SENP7 protease inhibitors, primary screen, biochemical, luminescence, uHTS; Sentrin-specific protease 7 (Homo sapiens), Q9BQF6; recombinant SENP7, Z-RLRGG-aminoluciferin luminescence, 40 min; inhibition, % at 5 µM; 330,000 tested, 1.5% active; AID 434973, 2010;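 active = inhibition above about 50% at the single test dose, limit read from the data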;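 note: plate controls were DMSO with enzyme for no effect and no enzyme buffer wells for full effect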
UBC13 inh = UBC13 polyubiquitin chain formation inhibitors, primary screen, biochemical, TR-FRET, uHTS; Ubiquitin-conjugating enzyme E2 N (Homo sapiens), P61088; 330,000 tested, 0.47% active; inhibition, % at 20 µM; AID 485273, 2010; in the data active = inhibition above about 45%, passing the limit was not always enough
Target sequence (P61088 whole entry, looked up): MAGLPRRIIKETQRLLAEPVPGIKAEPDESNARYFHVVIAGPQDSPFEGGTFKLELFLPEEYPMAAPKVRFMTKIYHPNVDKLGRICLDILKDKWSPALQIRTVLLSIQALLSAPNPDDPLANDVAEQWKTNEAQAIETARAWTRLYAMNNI
Active calls of the source: *; / = not tested or not shown. Cut-off read from the data, not from the text of the source, unless noted: active = inhibition above about 50%; inactive = the rest.

SMILES	697 NFkB inh	HKDC1 inhibitor	SENP8 inh	Gli-Sufu block	Apaf1 inhib	Jurkat NFkB inh	SENP7 inh	UBC13 inh
COc1cc(/C=C/C(=O)O)cc(S(=O)(=O)Nc2ccccc2C(=O)NCc2ccco2)c1OC	17	5	-3	6	-3	3	9	-6
COc1ccc(N2CCN(C3CCCCC3NS(=O)(=O)c3ccc(Cl)cc3)CC2)cc1 (centres undefined)	-1	1	-11	10	9	4	4	-9
COc1ccc(OCCC(=O)OCC(=O)Nc2cccc(S(=O)(=O)N3CCOCC3)c2)cc1	6	10	1	-14	-5	14	9	-1
Cc1ccc(C2CC(c3ccccc3Cl)n3nc(N)nc3N2)cc1 (centres undefined)	0	-3	3	-6	1	-3	1	5
O=C(COC(=O)c1cccc(S(=O)(=O)N2CCOCC2)c1)Nc1ccc2c(c1)OCO2	10	-2	4	3	7	-17	3	6
COc1ccc(N(C(=O)CNC(=O)c2cccs2)C(C(=O)NCC2CCCO2)c2ccccc2)cc1 (centres undefined)	17	-7	-15	4	2	3	-8	-2
COc1ccc(N2C(=O)C(F)(F)C2c2cccc(F)c2)cc1 (centres undefined)	13	-3	-7	-6	1	3	-2	6
Cc1ccc(S(=O)(=O)Nc2ccc3c(c2)OCCO3)c(C)c1NS(C)(=O)=O	-2	-4	-2	26	-12	-5	-3	5
NC(=O)COC(=O)c1cc(-c2cccs2)nn1-c1ccccc1	19	-9	2	-2	-11	3	1	-2
COc1ccc(NC(=O)COC(=O)c2ccncc2)c(OC)c1	15	-7	3	5	2	0	5	2
O=C(/C=C/c1ccccc1)NCCS(=O)(=O)N1CCN(c2ccc(F)cc2)CC1	26	-3	4	-4	5	-9	-4	1
c1ccc(C2=Nn3c(nnc3-c3ccco3)SC2)cc1	21	7	7	-6	3	9	-1	6
O=C(c1ccc(Br)o1)N1CCN(c2ccccn2)CC1	-32	-4	-1	11	8	-4	-8	-20
N/C(=N\OC(=O)c1ccccc1)c1ccncc1	-32	-10	21	-7	2	-45	36	2
O=C(NNC(=O)c1cccs1)c1ccc(Cl)c(S(=O)(=O)N2CCCC2)c1	-2	2	-13	-4	-6	-1	-9	-10
CCS(=O)(=O)N1Cc2ccccc2CC1C(=O)OCC(=O)Nc1ccc(C)cc1 (centres undefined)	-4	-5	-1	-1	11	11	4	5
CCN(CC)S(=O)(=O)c1ccc(NCc2ccccn2)nc1	-7	-1	-8	0	-6	-15	-7	-3
COc1ccc(NC(=O)NCC(C)CSc2ccc(C)cc2)c(OC)c1 (centres undefined)	-16	1	-7	7	20	-1	-7	3
COCC(C)N1CCC(Oc2ccc(C(=O)NCc3ccccn3)cc2)CC1 (centres undefined)	-3	-4	-17	-9	10	-8	-10	-3
COc1ccc(OC)c(CNC(=O)C2CCCN(c3nc4ccccc4o3)C2)c1 (centres undefined)	20	7	-11	2	-3	2	-9	-1
O=C(O)c1ccc(Cl)c(S(=O)(=O)N(Cc2ccccc2)c2ccc(Cl)cc2)c1	-1	-1	5	1	9	0	-7	3
Cn1cccc1/C=N/n1c(-c2ccccc2)n[nH]c1=S	-5	-3	-4	-37	14	1	2	-4
CN1CCc2c(sc(NC(=O)C3CCN(S(=O)(=O)c4cccs4)CC3)c2C(N)=O)C1	5	-1	2	-9	5	-7	1	1
COc1ccc(NC(=O)c2cc(-c3ccco3)nc3ccccc23)cn1	17	7	4	1	-6	6	8	-16
O=C(CN(CC1CCCO1)C(=O)CNS(=O)(=O)c1ccc(Cl)cc1)NC1CCCCC1 (centres undefined)	0	-6	2	-1	1	-17	2	7
CC1CCCC(NC(=O)COc2ncnc3ccccc23)C1C (centres undefined)	-10	-7	7	-1	3	-2	11	-4
O=C(CSc1cn(CCNC(=O)c2ccccc2)c2ccccc12)NCc1ccco1	-121	-10	-7	-14	7	-2	-7	-14
Cc1cc(C)nc(SCC(=O)NCc2ccco2)n1	5	1	5	-9	-7	6	3	-1
O=C(COC(=O)Cn1[nH]c(=O)c2ccccc2c1=O)Nc1ncc(Cl)cc1Cl	-14	-1	-4	-12	1	-2	-10	-16
CCN(c1ccccc1)S(=O)(=O)c1ccc(C(=O)Nc2ncccc2C)cc1	5	-4	1	-5	18	12	-1	4
Cc1ccc(S(=O)(=O)N(C)C)cc1NC(=O)c1ccc(OC(F)(F)F)cc1	-2	-9	-9	1	7	-7	-8	-5
O=C(CSc1nc(=O)n2ccccc2n1)Nc1ccc2c(c1)OCO2	14	-7	-2	-4	-3	13	-6	-5
Cc1ccc(NC(=O)c2cnccn2)c(C)c1	-19	-6	-17	-6	-30	-15	9	-3
CC(C)Oc1ccc(C(=O)NCCNC(=O)c2ccco2)cc1	-27	-4	2	-4	3	-3	-8	6
Cc1cc(C)c2c(N)c(C(=O)NN3CC(=O)N(c4cccc(Cl)c4)CC3=O)sc2n1	8	-5	-3	-2	-12	4	-5	2
CCOc1cc(/C=N\NC(=O)c2ccc(NC(=O)C(C)(C)C)cc2)ccc1OC(=O)c1cccc(C)c1	13	6	0	-2	1	3	3	-25
CCOC(=O)[C@H]1[C@H]2COc3ccc(Br)cc3[C@@H]2N2C(=O)c3cc(F)c(F)cc3NC(=O)[C@@]12C	20	3	-11	3	18	17	7	5
O=C(CN(Cc1ccccc1)C(=O)c1ccc2c(c1)OCCO2)NCc1ccc2c(c1)OCO2	16	-4	-1	4	-3	-4	3	5
CCN(C(=O)COC(=O)c1ccc(OC)c(S(=O)(=O)N2CCCc3ccccc32)c1)C1CCS(=O)(=O)C1 (centres undefined)	5	12	-2	-3	5	12	2	6
CCCC[C@H]1COCCS(=O)(=O)N1Cc1cccc([N+](=O)[O-])c1	5	-5	-4	-6	12	-2	3	9
CC(C)C(C(=O)Nc1ccc(S(=O)(=O)N2CCOCC2)cc1)N1C(=O)c2ccccc2C1=O (centres undefined)	0	5	7	-17	-12	3	3	14
Cc1nc(SCC2(C)CC2(Cl)Cl)n[nH]1 (centres undefined)	12	-14	5	2	-2	11	1	1
COc1cc(NC(=O)c2cccnc2)c(OC)cc1NC(=O)c1ccc(Br)cc1	-1	6	0	6	9	3	3	5
O=S(=O)(c1ccc2nc(Cc3cccc(C(F)(F)F)c3)[nH]c2c1)N1CCOCC1	10	2	4	4	6	9	1	2
O=C(Nc1ccc(Cc2ccncc2)cc1)c1cccc([N+](=O)[O-])c1	-9	-8	-13	-6	3	-9	-6	-6
Cc1oc(-c2ccccc2)nc1CS(=O)CC(=O)N1CCc2ccccc2C1 (centres undefined)	6	-1	-1	-6	6	-1	1	1
COc1ccc(O)c(-c2nc(N)nc(N)n2)c1	-69	-6	0	-58	-3	-26	2	8
Cc1ccccc1N(CC(=O)NCCc1ccccc1)C(=O)c1ccc(N2CCCC2)nc1	20	4	-4	0	18	-1	4	5

3 entries from above, arranged by SMILES length, falling.
SMILES	697 NFkB inh	HKDC1 inhibitor	SENP8 inh	Gli-Sufu block	Apaf1 inhib	Jurkat NFkB inh	SENP7 inh	UBC13 inh
O=S(=O)(c1ccc2nc(Cc3cccc(C(F)(F)F)c3)[nH]c2c1)N1CCOCC1	10	2	4	4	6	9	1	2
CCCC[C@H]1COCCS(=O)(=O)N1Cc1cccc([N+](=O)[O-])c1	5	-5	-4	-6	12	-2	3	9
O=C(Nc1ccc(Cc2ccncc2)cc1)c1cccc([N+](=O)[O-])c1	-9	-8	-13	-6	3	-9	-6	-6

Returning to the listing, repeating the three entries before the break.
SMILES	697 NFkB inh	HKDC1 inhibitor	SENP8 inh	Gli-Sufu block	Apaf1 inhib	Jurkat NFkB inh	SENP7 inh	UBC13 inh
Cc1oc(-c2ccccc2)nc1CS(=O)CC(=O)N1CCc2ccccc2C1 (centres undefined)	6	-1	-1	-6	6	-1	1	1
COc1ccc(O)c(-c2nc(N)nc(N)n2)c1	-69	-6	0	-58	-3	-26	2	8
Cc1ccccc1N(CC(=O)NCCc1ccccc1)C(=O)c1ccc(N2CCCC2)nc1	20	4	-4	0	18	-1	4	5
COc1ccc(Cn2cc(C(=O)c3ccccc3)c(=O)c3cc(OC)ccc32)cc1	16	18	3	-1	-4	23	5	13
CCN1CCN(c2ccc(NC(=O)c3ccco3)cc2Cl)CC1	-24	-5	-6	-19	1	-117	-10	4
Cc1ccc(-c2cn(S(=O)(=O)c3cccc([N+](=O)[O-])c3)nc2N)cc1	-4	-4	-8	9	7	-8	1	2
COC(=O)c1ccc(NC(=O)C(=O)N2CCCC2)cc1	-73	-5	-16	-58	6	-59	-6	6
Cn1c(=O)c2c(nc(Br)n2CCSc2nc3ccccc3o2)n(C)c1=O	-13	-3	-2	4	-10	11	-5	-2
Cc1nc(SCc2ccc(O)c([N+](=O)[O-])c2)n[nH]1	-36	-3	-4	-22	4	0	-4	-22
C/C(=N\NC(=O)c1nnn(-c2nonc2N)c1CN(C)c1ccccc1)c1cccs1	-13	4	0	3	13	-4	-17	-12
CCOC(=O)c1ccc(NC(=O)c2cc(C)nn2-c2ccccc2)cc1	0	-1	0	0	7	1	6	5
COc1ccccc1-n1cnnc1SCC(=O)Nc1cc(C(C)(C)C)nn1-c1ccccc1	-7	1	-5	11	2	-6	4	7
CC(C)[C@H](NC(=O)c1ccccc1)C(=O)OCC(=O)NCC1CCCO1 (some centres undefined)	16	-2	-6	-4	2	10	10	-8
Cc1cc(C)c(NC(=O)CN2CCC(NC(=O)NC3CCCCC3)CC2)c(C)c1	16	/	-6	/	-5	21	7	-10
CCOc1ccccc1C(=O)N[C@H](C(=O)OCc1cc([N+](=O)[O-])cc2c1OCOC2)C(C)C	-2	-9	1	1	20	4	9	-4
CS(=O)(=O)Nc1nnc(CCc2ccccc2)s1	-10	0	10	6	-9	0	1	-2
O=C1CSC(c2ccc(F)c(F)c2)N1c1ccccc1F (centres undefined)	2	-4	-4	/	-1	-4	-13	-2
Cc1cc(C(=O)Cn2nc(C(=O)O)c3ccccc3c2=O)c(C)n1-c1ccc(OC(F)F)cc1	1	-4	-8	-3	17	-5	-5	-12
COc1ccc(NC(=O)NC2(C)CCS(=O)(=O)C2)cc1 (centres undefined)	-1	-3	-8	-5	4	-7	-11	-4
O=C(NC1CCCC1)C(c1cccnc1)N(C(=O)c1ccco1)c1cccc(F)c1 (centres undefined)	5	-5	-3	10	-1	10	4	0
CCOC(=O)C/C(C)=N/NC(=O)CNc1cccc(Cl)c1C	14	4	14	5	-8	-12	6	5
CC1C/C(=C/c2cccs2)C(=O)/C(=C/c2cccs2)C1 (centres undefined)	-18	-5	-5	13	24	-14	-2	-16
O=C(COC(=O)c1cncc(Br)c1)NC1CC1	13	-3	-7	3	2	-13	2	-11
CC1Cc2cc(/C(O)=C3\C(=O)C(=O)N(CCN(C)C)C3c3ccccc3F)ccc2O1 (centres undefined)	-11	-5	-1	-3	15	-11	-2	-7
Cc1ccccc1C(=O)N=c1c(C#N)cc2c(=O)n3cccc(C)c3nc2n1Cc1ccco1	-2	/	-3	/	18	-17	7	-5
CCNC(=O)CSc1nc(-c2ccc(F)cc2)cs1	-22	4	-3	-21	-6	-12	2	1
CC(C)Nc1ncnc2c1cnn2Cc1ccc(Cl)cc1	-8	0	4	10	6	-3	-3	3
CCn1c(SCC(=O)N/N=C(\C)c2ccco2)nnc1-c1ccccc1	2	-2	-2	1	-6	13	8	9
O=C(Cc1ccc(S(=O)(=O)N2CCOCC2)s1)N1CCN(c2cccc(C(F)(F)F)c2)CC1	-7	6	-7	32	14	-2	0	2
